# thrombin 1536: blocks human thrombin protease activity. P00734. alpha-thrombin, Boc-VPR-AMC fluorogenic substrate cleavage. inhibition, % at 5 µM. 220,000 compounds, 0.26% hits;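 active means inhibition at or above 40%; inactive means inhibition below 40%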;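 further: 0% = enzyme with no compound and 100% = wells without enzyme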
#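 System – human alpha-thrombin protein · Reagent – Boc-VPR-AMC substrate, 15 µM final · Compound – 5 µM single dose in 0.2% DMSO · Schedule – reaction at room temperature · Technique – AMC fluorescence at 355 nm excitation and 460 nm emission · Read-out basis – % inhibition relative to enzyme controls and enzyme-free blanks · Control set – no-compound enzyme wells and no-enzyme blanks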
# FXIIa inh 1536: blocks human coagulation factor XIIa protease activity; purified FXIIa, Boc-QGR-AMC fluorogenic substrate, 2 h; 220,000 compounds, 0.3% hits; inhibition, % at 5 µM; AID 800; in the data active means inhibition above about 40%;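 further: 0% = enzyme with no compound and 100% = blank without enzyme; many of its hits are not listed in these tables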
# Hck Nef HTS: inhibitors of human Hck kinase activated by Nef; P08631; 220,000 compounds, 0.68% hits; AID 463187; inhibition, % at 20 µM; Recombinant Hck-YEEI plus Nef, Z-Lyte FRET kinase assay;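 active means Hck-Nef kinase inhibition above about 50%, limit read from the data; inactive means inhibition below that limit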;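 further: 0% = DMSO with Hck plus Nef and 100% = Hck alone without Nef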
# Target sequence (P08631 whole entry, looked up): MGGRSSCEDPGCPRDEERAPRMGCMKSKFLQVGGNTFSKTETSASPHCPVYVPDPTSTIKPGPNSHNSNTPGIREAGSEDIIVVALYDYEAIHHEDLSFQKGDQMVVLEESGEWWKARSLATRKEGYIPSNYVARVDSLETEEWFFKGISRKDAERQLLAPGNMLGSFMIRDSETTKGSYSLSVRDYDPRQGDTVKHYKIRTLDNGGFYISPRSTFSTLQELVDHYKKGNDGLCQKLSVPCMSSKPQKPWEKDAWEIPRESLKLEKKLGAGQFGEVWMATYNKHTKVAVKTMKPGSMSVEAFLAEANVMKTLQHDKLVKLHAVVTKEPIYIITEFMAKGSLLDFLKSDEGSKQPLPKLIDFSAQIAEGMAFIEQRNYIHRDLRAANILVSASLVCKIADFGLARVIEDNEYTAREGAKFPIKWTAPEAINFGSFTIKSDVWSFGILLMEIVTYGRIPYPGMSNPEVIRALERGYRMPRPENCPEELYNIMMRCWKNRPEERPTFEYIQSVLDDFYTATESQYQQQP
# 14-3-3 Bad inh: disrupts binding of bovine 14-3-3 zeta to phospho-Bad peptide; TR-FRET 14-3-3zeta/Dy647-pBad peptide displacement, 1 h; AID 781; inhibition, % at 21.7 µM; 220,000 compounds, 0.71% hits;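 active means inhibition above about 70%, limit read from the data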;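 further: 0% = full 14-3-3 plus peptide FRET controls and 100% = background without 14-3-3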
# Target sequence (P63103 whole entry, looked up): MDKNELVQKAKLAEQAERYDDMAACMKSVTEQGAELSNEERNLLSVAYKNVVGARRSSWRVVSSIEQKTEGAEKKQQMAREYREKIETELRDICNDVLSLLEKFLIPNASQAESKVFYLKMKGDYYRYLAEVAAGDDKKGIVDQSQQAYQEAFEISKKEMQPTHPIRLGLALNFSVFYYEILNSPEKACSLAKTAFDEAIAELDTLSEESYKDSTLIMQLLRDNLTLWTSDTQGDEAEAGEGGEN
# Wee1 stabilizer: human Wee1 degradation inhibition, primary screen | P30291 | HeLa Luc-Wee1K328M stability, luciferase luminescence; 100% = proteasome inhibitor MG132 effect | reporter increase, % at 5 µM | 220,000 compounds, 1.2% hits | AID 1321;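 active means activation above the mean of all tested compounds plus 3 SD, set per screening run, cut at about 8.8% in these data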;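 further: cells exposed to compound for 20 h before luminescence read; 0% = DMSO alone and 100% = MG132 at 30 µM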
# Runt-SMMHC FRET: blocks binding of human RUNX1 Runt domain to CBFb-SMMHC; AID 1434; Cerulean-Runt/Venus-CBFb-SMMHC FRET ratio 530/480, 1 h; 220,000 compounds, 0.74% hits; inhibition, % at 20 µM; Q01196+Q13951;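 active means mean inhibition across duplicate retests at 20 µM reaching about 50%, limit read from the data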;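 further: 0% = DMSO wells and 100% = wells with excess untagged CBFb-SMMHC; inhibitors lower the FRET ratio by blocking Runt binding to CBFb-SMMHC; some results filed as inactive read as strong as hits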
# hK5 inh: blocks human kallikrein 5 protease activity; Q9Y337; recombinant hK5, fluorogenic AMC substrate cleavage; inhibition, % at 5 µM; 210,000 compounds, 0.59% hits; AID 873;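 active means inhibition of 40% or more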;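 further: 0% = enzyme controls without compound and 100% = no-enzyme blanks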
# Target sequence (Q9Y337 67-293 limits assumed): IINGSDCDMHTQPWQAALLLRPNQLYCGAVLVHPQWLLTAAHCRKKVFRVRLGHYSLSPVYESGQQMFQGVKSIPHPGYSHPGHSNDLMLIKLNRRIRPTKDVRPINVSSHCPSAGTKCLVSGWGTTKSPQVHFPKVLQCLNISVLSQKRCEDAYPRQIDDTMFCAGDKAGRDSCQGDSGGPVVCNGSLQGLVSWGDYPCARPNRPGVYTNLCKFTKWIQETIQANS
# Runt-CBFb FRET: inhibitors of human RUNX1 Runt domain binding to CBFb; AID 1496; 220,000 compounds, 0.46% hits; inhibition, % at 20 µM; Cerulean-Runt/Venus-CBFb FRET ratio 530/480, 1 h;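 active means inhibition over about 50% at 20 µM in the single-dose screen, limit read from the data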;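 further: 0% = DMSO wells and 100% = excess unlabeled CBFb competitor control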
#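 Schedule: protein complex preformed 1 h, compound exposure 1 h, room temperature, dark; test system: Cerulean-labeled Runt domain protein; amount: 100 nM per protein; buffer or medium: Tris 50 mM pH 7.5, KCl, K2SO4, 0.01% BSA; read-out: loss of energy transfer signal; detection: FRET fluorescence; controls: 5 µM unlabeled CBFb as full-inhibition high control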
# FXIa inh: inhibitors of human coagulation factor XIa; inhibition, % at 5 µM; 220,000 compounds, 0.14% hits; purified FXIa, Boc-Glu-Ala-Arg-AMC fluorogenic substrate;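 active means inhibition of at least 40%; inactive means inhibition below 40%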;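 further: fluorescence of freed AMC excited at 355 nm; 0% = enzyme without compound and 100% = no enzyme blank; many of its hits are not listed in these tables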
# * marks the source's active call; other numbers are inactive results; / = no result given; & = joins results of further samples; [ ] = remark or other dose.
SMILES,thrombin 1536,FXIIa inh 1536,Hck Nef HTS,14-3-3 Bad inh,Wee1 stabilizer,Runt-SMMHC FRET,hK5 inh,Runt-CBFb FRET,FXIa inh
CCOCCn1c(-c2ccc(OC)cc2)nc2ccccc21,19.1,53.6*,-0.8,-3.8[fluorescence artefact?],-2.6,-1.6,41.7*,0.4,17.6
O=C(CN1C(=O)NC2(CCCCC2)C1=O)Nc1ccccc1Cl,-5.3,-17.4,3.9,6.5[fluorescence artefact?],-1.2,2.7,11.4,1.3,-7.9
Cc1nc2c(C)cccc2c(SC(=N)N)c1CC=C(Cl)Cl,2.9,12.9,12.2,2.7,1.9,2.7,-1.1,1.4,3.4
Cc1cc(N2C3CCC2CC(O)(c2ccc(F)cc2)C3)nc(-c2ccccc2)n1 (centres undefined),-7.3,-3.7,1.7,4.4,-0.8,1.7,-1.0,0.7,-12.1
COc1cc(/C=N/Nc2cc(C)nc(NS(=O)(=O)c3ccc(C)cc3)n2)ccc1O,-7.2,8.5,15.9,8.9,1.7,0.1,-11.8,0.8,1.9
CC(=O)c1cc2c(cc1N)OCO2,0.0,2.3,24.1,3.2,-2.8,15.9,4.1,8.8,-3.3
COc1cccc(C2C3=C(N=c4s/c(=C\c5cccc(O)c5)c(=O)n42)c2ccccc2CC3)c1OC (centres undefined),-1.2,6.6,1.0,-1.0,-0.4,-39.3,5.5,-14.2,-2.9
Cc1nc(Nc2nc(CSc3ccc(Cl)cc3)cc(=O)[nH]2)nc2ccccc12,-5.5,-0.6,3.6,4.9,-2.4,-3.5,-6.5,0.7,2.7
O=C(Nc1ncc([N+](=O)[O-])s1)c1cccc([N+](=O)[O-])c1,-2.6,12.6,19.0,6.3,6.4,3.3,1.7,2.7,1.7
CC1Cc2ccccc2N1S(=O)(=O)c1ccc(Cl)nc1 (centres undefined),-6.0,1.7,6.6,-13.6,0.8,1.4,-3.2,0.4,-0.9
N=c1n(CCN2CCOCC2)c2ccccc2n1Cc1ccccc1Br,-2.7,-12.4,1.9,10.1[fluorescence artefact?],-3.1,2.3,-0.5,-0.3,-4.4
O=C1c2ccccc2C(=O)N1CCCSc1nc2ccccc2o1,-5.0,2.6,-0.1,/,-1.9,-0.8,-11.0,-2.8,-3.3
COc1cc(C(=O)NCC(=O)N/N=C/c2ccc(OC(=O)c3ccco3)cc2)cc(OC)c1OC,4.2,9.4,-19.7,-6.4,0.3,0.1,/,-2.2,3.7
CC(=O)OCC[N+](C)(C)C,1.9&-6.1,8.3&10.2,-0.5&-7.0,-0.7&-3.1,-2.0&-3.2,-0.2,-12.1&2.8,1.3,10.1&-2.0
CCOC(=O)C1C2C=CC3(CN(CCc4ccccc4)C(=O)C13)O2 (centres undefined),-5.3,3.8,10.8,-1.5,-1.8,6.1,-4.3,-0.8,-6.2
Cc1ccc2nc(-c3cccc(NC(=O)c4ccco4)c3)[nH]c2c1,-12.6,16.9,1.5,-5.4,1.9,-7.4,-4.4,-0.7,16.5
COc1ccc(N2CCN(C(=O)c3oc4ccccc4c3C)CC2)cc1,-0.3,6.4,10.3,-10.0,0.3,1.2,-1.4,-3.1,-2.2
COCCCNC(=O)CN(c1cc(OC)ccc1OC)S(=O)(=O)c1ccccc1,-4.7,21.1,-3.8,-3.0,-2.0,2.6,-11.2,-0.5,5.4
CCN(CC)C(=O)/C(=C\c1ccc2c(c1)OCO2)NC(=O)c1ccc(Br)cc1,-8.4,0.1,-0.3,-1.4[fluorescence artefact?],-3.1,12.9,1.8,2.0,-7.2
COCc1cc(C)nc(N)c1C#N,0.3,-7.7,/,-10.1,/,2.6,-2.2,-2.5,-6.9
Cc1cc(C(=O)OCC(=O)NC2CCCCC2)c(C)o1,-16.7,-16.2,-16.6,7.9,-0.1,-0.8,-4.1,1.5,-8.7
Cc1cccc(OCCCN2CCCCCC2)c1,2.8,10.4,0.3,48.9[fluorescence artefact?],-0.7,0.1,-9.5,-0.1,5.7
CCCCC(=O)NC1(C(F)(F)F)NC(=O)N(Cc2ccccc2)C1=O (centres undefined),-11.1,-7.8,11.4,6.2,-2.8,-1.7,-9.2,-1.9,-4.7
CC(C)(C)NC(=O)CN1CCC(O)(c2ccc3c(c2)OCO3)CC1,-2.2,10.9,5.2,-0.6,-1.5,0.3,-11.2,-3.5,1.6
CS(=O)(=O)c1cnc(-c2ccccc2)nc1Oc1ccc(F)cc1,-6.7,19.5,0.2,7.3,-0.2,-0.8,-8.9,-1.7,6.5
COc1cccc(/C=N/NC(=O)c2ccccc2N(Cc2ccccc2)S(=O)(=O)c2ccccc2)c1OC,-2.0,-13.3,0.5,-11.1,1.7,-6.2,1.6,-1.9,-0.9
COc1cc(C2C(C(=O)c3ccco3)=C(O)C(=O)N2CCc2ccccc2)ccc1O (centres undefined),-0.1,23.1,-2.1,0.3,3.8,-0.6,3.0,0.1,13.4
COC(=O)c1cc(C#N)c(N2CCN(C)CC2)nc1C,-1.5,8.6,13.4,-4.1,-1.0,1.0,3.6,-0.9,-1.1
O=C(Cc1ccccc1)NN1C(=O)C2C(C1=O)C1C=CC2C12CC2 (centres undefined),3.2,18.1,3.8,-19.1,3.6,-0.4,3.0,-0.6,6.2
O=C(NCC1CCCO1)c1cc(-c2ccco2)nc2ccccc12 (centres undefined),2.0,-3.8,0.3,-1.5,0.8,8.2,-32.5,-1.9,2.2
COc1cccc2c(=O)n(CC(=O)NC3CCCC3)ccc12,-2.0,7.1,5.6,12.0,-0.7,-2.0,-9.5,-1.7,1.5
O=C(Nc1nc2c(c(=O)[nH]1)CCCC2)C1CC1,-4.4,5.6,-16.1,4.7,2.8,-4.5,-1.1,2.2,-7.2
COc1ccc(Oc2ncc(CN3CCN(c4ccccc4)CC3)s2)cc1,-1.9,-6.3,3.6,-10.2,-0.8,-2.6,-5.9,0.8,3.8
CCC(N1CCOC1=O)S(=O)(=O)c1ccc(C)cc1 (centres undefined),1.6,15.8,-0.8,24.2,0.8,-0.6,13.2,-1.1,4.5
CCn1c(C)nc2cc(C(=O)NNS(=O)(=O)c3c(F)cc(F)c(Cl)c3F)ccc21,-8.3,4.3,2.4,-21.9,-1.5,0.7,-4.3,-2.6,-2.7
COC(=O)CC1C(=O)NCCN1C(=O)CSc1nnnn1-c1ccc(Cl)cc1 (centres undefined),-4.7,7.7,18.4,-14.9,-0.8,-7.5,2.4,1.5,-0.2
CCC(=O)N1CCN(c2ccccc2NC(=S)NC(=O)c2cccc([N+](=O)[O-])c2)CC1,-1.1,-0.1,15.0,-13.2,-1.0,4.2,-8.0,2.8,-4.4
CCC1(C)Cc2c(sc3c2c(=O)n(C)c2nnc(SCc4ccc5c(c4)OCO5)n32)CO1 (centres undefined),-15.3,-4.6,36.1,54.4[fluorescence artefact?],0.1,2.3,-27.0,-3.0,-10.1
COc1cc(-c2nc(C)c(C(C)=O)n2O)ccc1OCC(=O)Nc1ccc(Cl)cc1,3.4,8.3,20.7,-6.0,0.3,7.6,-7.5,/,-0.5
O=C(CC1C(=O)NCCN1Cc1c(F)cccc1Cl)NC1CCCCCC1 (centres undefined),-11.8,6.4,16.9,-9.5,-1.7,2.1,-0.9,0.6,1.0
CC1(C)OC(=O)N(CC(=O)Nc2ccccc2)C1(C)O (centres undefined),-5.5,7.5,26.4,-5.8,-2.2,-13.4,-3.7,0.9,-4.7
O=C(O)CCCC(=O)Nc1ccc(Oc2cccc(C(F)(F)F)c2)nc1,-5.6,5.0,12.8,-21.2,-1.4,1.5,-2.6,0.0,-0.6
CCNc1nc(C)cc(COC)c1C#N,0.7,6.8,-1.6,9.3[fluorescence artefact?],-2.6,1.0,-138.4,-0.7,6.5
Nc1nnc(SCCCC(=O)c2ccc(F)cc2)s1,-9.1,-0.8,1.1,-4.8,-2.2,-5.1,8.3,3.8,-7.0
CCOC(=O)c1sc(NC(=O)CSc2nnc(Cc3ccccc3)o2)c(C#N)c1C,-4.2,11.3,12.9,7.3,2.5,-2.3,-4.2,1.0,4.7
CS(=O)(=O)N(CC(=O)N1CCN(c2ccccc2)CC1)Cc1ccc(Cl)cc1,-15.0,14.3,3.4,-0.2,2.7,-5.8,-20.2,-2.3,3.2
CCOC(=O)C1(Cc2ccccc2Cl)CCN(C(=O)CN2CCOC2=O)CC1,2.9,7.2,6.9,-15.4,2.1,0.8,10.3,1.3,0.3
Cc1ccc(C(=O)N/C(=C\c2ccco2)C(=O)NCC2CCCO2)cc1C (centres undefined),-2.9,8.7,5.6,-3.4,2.4,-10.0,-4.4,12.1,0.9
CC(C)NC(=O)COc1ccc2c(c1)C(=O)CC(C)(C)O2,-4.4,-5.0,-1.1,-12.2,-2.5,5.3,-22.2,-0.5,-18.1
COc1ccc(NC(=O)C2CCCN(S(=O)(=O)c3cccnc3)C2)c(OC)c1 (centres undefined),-8.8,4.6,1.8,-14.5,1.6,0.6,2.3,1.6,-8.8
CCC(c1nnnn1C(C)(C)CC)N(CCCN1CCOCC1)Cc1cc2cccc(C)c2[nH]c1=O (centres undefined),2.1,9.3,-0.6,-9.5,1.6,-6.7,-21.5,1.0,-4.2
O=C(O)c1cc(-c2ccco2)[nH]n1,-4.9,-1.5,-20.5,-4.0,0.4,-13.1,-19.6,11.8,-13.8
Cc1cc(C)[n+](-c2ccc(C(C)C)cc2)c2[nH]c(=O)[nH]c(=O)c12,-23.0,-26.8,-1.4,20.1[fluorescence artefact?],-0.2,1.9,-101.1,-2.4,-22.5
Cc1nc(NC(=O)COc2ccc(Cl)cc2)sc1C(=O)N(C)C,-3.2,8.0,1.6,-1.4,-0.1,0.8,-10.9,-0.6,8.6
COc1ccccc1-n1c(CNc2c(C)cccc2C)nnc1SCC(=O)N1CCOCC1,-1.4,9.1,-2.7,/,0.9,-2.3,3.5,-0.5,-3.1
COc1ccccc1-c1cc(C(F)(F)F)nc(N2CCCC2)n1,-0.3,16.6,0.5,-22.2,1.5,-13.3,-5.9,-2.1,3.2

# Given with each value named: part of the list above
Cc1nc2c(C)cccc2c(SC(=N)N)c1CC=C(Cl)Cl
- thrombin 1536: 2.9
- FXIIa inh 1536: 12.9
- Hck Nef HTS: 12.2
- 14-3-3 Bad inh: 2.7
- Wee1 stabilizer: 1.9
- Runt-SMMHC FRET: 2.7
- hK5 inh: -1.1
- Runt-CBFb FRET: 1.4
- FXIa inh: 3.4
Cc1cc(N2C3CCC2CC(O)(c2ccc(F)cc2)C3)nc(-c2ccccc2)n1 (centres undefined)
- thrombin 1536: -7.3
- FXIIa inh 1536: -3.7
- Hck Nef HTS: 1.7
- 14-3-3 Bad inh: 4.4
- Wee1 stabilizer: -0.8
- Runt-SMMHC FRET: 1.7
- hK5 inh: -1.0
- Runt-CBFb FRET: 0.7
- FXIa inh: -12.1
COc1cc(/C=N/Nc2cc(C)nc(NS(=O)(=O)c3ccc(C)cc3)n2)ccc1O
- thrombin 1536: -7.2
- FXIIa inh 1536: 8.5
- Hck Nef HTS: 15.9
- 14-3-3 Bad inh: 8.9
- Wee1 stabilizer: 1.7
- Runt-SMMHC FRET: 0.1
- hK5 inh: -11.8
- Runt-CBFb FRET: 0.8
- FXIa inh: 1.9
